Screens (PubChem)
MITF inh – MITF inhibitors, primary screen, biochemical, AlphaScreen, human; hit rate 0.91% among 650,000; inhibition, % at 2.6 µM; AID 1259374, 2018; AlphaScreen MITF homodimerization, bead proximity signal; in the data active means inhibition above about 50%;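 further: 0% = vehicle wells with protein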
GPR151 activ – activators of human GPR151, primary screen, cell-based, PathHunter beta-arrestin, luminescence; hit rate 1% among 650,000; PathHunter beta-arrestin GPR151 cells; G-protein coupled receptor 151 (Homo sapiens), Q8TDV0; AID 1508602, 2020; activation, % at 11.2 µM; in the data active means activation above about 4.9%;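 further: 0% = median of compound wells and 100% = cells with positive control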
Target sequence (Q8TDV0 whole entry, looked up): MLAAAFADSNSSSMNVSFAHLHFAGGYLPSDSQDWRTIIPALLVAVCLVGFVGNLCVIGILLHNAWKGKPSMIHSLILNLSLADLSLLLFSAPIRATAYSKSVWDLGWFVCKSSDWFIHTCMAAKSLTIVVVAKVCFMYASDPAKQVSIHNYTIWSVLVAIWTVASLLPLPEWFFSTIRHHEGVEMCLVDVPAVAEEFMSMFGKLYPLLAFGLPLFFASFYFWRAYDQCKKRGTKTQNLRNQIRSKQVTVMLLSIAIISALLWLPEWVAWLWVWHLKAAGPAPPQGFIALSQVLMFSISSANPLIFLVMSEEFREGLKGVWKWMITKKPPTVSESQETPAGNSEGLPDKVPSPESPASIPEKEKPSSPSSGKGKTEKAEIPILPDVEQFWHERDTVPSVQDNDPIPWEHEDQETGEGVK
TEAD-YAP block – TEAD-YAP interaction inhibition, primary screen, TEAD-YAP interaction inhibitor project, luminescence, HEK-TIYL cells. TEAD-Gal4/YAP UAS-luciferase luminescence. inhibition, % at 9.12 µM. hit rate 1.4% among 640,000. AID 1259422, 2018; in the data active means inhibition above about 32%;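 further: 0% = median of test compound wells and 100% = reference inhibitor wells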
FBW7 act – FBW7 E3 ligase activators, primary screen, biochemical, AlphaScreen, human. F-box/WD repeat-containing protein 7 (Homo sapiens), Q969H0. AlphaScreen FBW7–phospho-cyclin E peptide binding, activator screen. AID 1259310, 2017. normalized activity (activation), % at 26.1 µM. hit rate 0.13% among 650,000; in the data active means normalized activity above about 1.9%;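 further: purified mutant Fbw7 with reduced substrate affinity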
Target sequence (Q969H0 whole entry, looked up): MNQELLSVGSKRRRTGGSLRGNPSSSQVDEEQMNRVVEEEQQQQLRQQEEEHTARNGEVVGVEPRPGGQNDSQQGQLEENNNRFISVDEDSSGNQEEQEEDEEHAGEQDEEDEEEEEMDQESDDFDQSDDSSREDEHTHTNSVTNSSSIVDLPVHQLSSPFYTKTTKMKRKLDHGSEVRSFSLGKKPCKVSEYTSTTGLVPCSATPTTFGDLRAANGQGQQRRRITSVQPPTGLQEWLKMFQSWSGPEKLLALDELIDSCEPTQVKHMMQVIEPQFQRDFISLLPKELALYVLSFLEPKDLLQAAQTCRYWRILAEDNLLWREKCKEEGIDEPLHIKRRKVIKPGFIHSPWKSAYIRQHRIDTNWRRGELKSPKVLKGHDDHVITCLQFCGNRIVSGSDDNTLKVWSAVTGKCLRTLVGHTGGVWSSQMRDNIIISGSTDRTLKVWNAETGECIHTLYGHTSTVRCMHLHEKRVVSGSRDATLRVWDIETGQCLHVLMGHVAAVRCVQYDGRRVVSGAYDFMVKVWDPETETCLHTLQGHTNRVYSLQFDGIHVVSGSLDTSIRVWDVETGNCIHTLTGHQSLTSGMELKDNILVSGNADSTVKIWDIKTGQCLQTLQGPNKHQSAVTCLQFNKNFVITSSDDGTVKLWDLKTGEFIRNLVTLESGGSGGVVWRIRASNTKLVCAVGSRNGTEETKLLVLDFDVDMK
An asterisk follows results filed as active; & = joins results of further samples.

SMILES	MITF inh	GPR151 activ	TEAD-YAP block	FBW7 act
CC(=O)Nc1ccccc1SC(CC(=O)c1ccco1)c1ccc2c(c1)OCO2 (configuration not stated)	2	-2.1	-7	-0.1
CCOC(=O)c1ccc(-n2c(C)c(C)n3c4c(=O)n(CCOC)c(=O)n(C)c4nc23)cc1	7	1.2	3	0.1
O=C(O)c1ccc(-c2ccc(/C=C3\NC(=O)N(Cc4ccc(Cl)cc4)C3=O)o2)cc1Cl	38	-0.9	9	0.2
Cc1cnn(C)c1C(=O)Nc1ccc2ncsc2c1	11	4.3	-9	0.2
CCCCOc1ccc(C2NC(=O)NC(C)=C2C(C)=O)cc1OCC (configuration not stated)	11	-1.2	0	0.1
CN(C)c1ncc(CN2CCCC(C(=O)Nc3ccc(-c4ccn[nH]4)cc3)C2)s1 (configuration not stated)	9	-0.9	-7	0.2
Cc1ccc2c(c1)c(=O)c1ccccc1n2CCCC(=O)Nc1cc(Cl)ccc1C	-4	0.8	3	0.0
COC(=O)c1ccc(NC(=O)CCCC(=O)Nc2ccc(C(=O)OC)cc2)cc1	1	1.6	5	0.2
Cc1ccc(C2CC(c3ccc(Cl)cc3)n3nnnc3N2)cc1C (configuration not stated)	2	0.0	-2	-0.3
COc1ccc(OC)c(NC(=O)CSc2nc3n[nH]c(C)c3c(=N)n2-c2cccc(C)c2)c1	2	-0.4	1	0.3
COc1cc(C2NC(=O)NC(C)=C2C(=O)OCc2ccc(C)cc2)cc(Br)c1O (configuration not stated)	2	0.0	2	0.1
Cc1ccc(C)c(CN2C(=O)C3(OCCCO3)c3ccccc32)c1	10	-1.5	8	-0.1
COc1ccccc1CN(Cc1cc2cc3c(cc2[nH]c1=O)OCCO3)C(C)=O	18	-0.7	-1	-0.1
COC(=O)C1=C(C)NC2=C(C(=O)CCC2)C1c1cc(Br)ccc1OC (configuration not stated)	5	-0.8	19	0.3
O=C(O)CC1=C(c2cccs2)NNC(=Nc2ccccc2)S1	1	-0.4	-20	-0.2
Cc1ccc(N(CC(=O)Nc2cccc(Cl)c2C)S(C)(=O)=O)c(C)c1	-1	-0.8	2	0.2
CC1CCN(C(=O)COc2ccc(C(C)(C)C)cc2)CC1	-8	0.6	-43	0.0
CCS(=O)(=O)n1nc(-c2ccccc2)cc1N	16	-1.0	-3	0.4
CCCCCSc1nc2sc3c(c2c(=O)n1Cc1ccccc1)CC(C)(C)OC3	16	-1.3	0	0.2
CN(C)C(=O)Cn1nc2c3ccccc3nc(C(C)(C)C)n2c1=O	-3	-1.1	-4	0.0
O=C1NC2(CCN(C(=O)CCn3cnc4ccccc43)CC2)Nc2ccccc21	1	0.6	4	-0.1
N[C@@H](C(=O)N[C@@H]1C(=O)N2C(C(=O)O)=C(Cl)CS[C@H]12)c1ccccc1	0&14&19	1.0&0.4&-0.9	-5&-5	-0.2&0.0&-0.1
O=C(CC1C(=O)NCCN1CC(c1ccccc1)c1ccccc1)NCCc1cnccn1 (configuration not stated)	-7	0.0	-6	-0.1
CC(C)(C)c1nnc(NC(=O)c2ccco2)s1	17	-2.2	-28	0.3
CC(=O)NC1C(OCc2cccc(Br)c2)OC(COC(C)=O)C(OC(C)=O)C1OC(C)=O (configuration not stated)	7	2.6	9	0.0
COc1cc(/C=C2/C(=N)N3C(SC)=NSC3=NC2=O)ccc1OS(C)(=O)=O	12	0.5	-21	-0.1
Cc1cc(C)n2nc(CNC(=O)c3cccc(Cl)c3)nc2n1	-5	-3.1	1	0.1
Cc1cc(C)c(NS(=O)(=O)c2c(C)noc2C)c(C)c1	-21	-0.5	-15	-0.3
O=C(O)CCCCCN1C(=O)C(=O)/C(=C(\O)c2ccc([N+](=O)[O-])cc2)C1c1ccc(Cl)cc1 (configuration not stated)	4	-1.3	-12	0.1
Nc1ncnc2c1[nH]c(=S)n2C1OC(CO)C(O)C1O (configuration not stated)	-4	0.5	9	-0.2

Arranged by number of heavy atoms (smallest number first): part of the list above
SMILES	MITF inh	GPR151 activ	TEAD-YAP block	FBW7 act
CC(C)(C)c1nnc(NC(=O)c2ccco2)s1	17	-2.2	-28	0.3
Cc1cc(C)c(NS(=O)(=O)c2c(C)noc2C)c(C)c1	-21	-0.5	-15	-0.3
CC1CCN(C(=O)COc2ccc(C(C)(C)C)cc2)CC1	-8	0.6	-43	0.0
Cc1cc(C)n2nc(CNC(=O)c3cccc(Cl)c3)nc2n1	-5	-3.1	1	0.1
N[C@@H](C(=O)N[C@@H]1C(=O)N2C(C(=O)O)=C(Cl)CS[C@H]12)c1ccccc1	0&14&19	1.0&0.4&-0.9	-5&-5	-0.2&0.0&-0.1
Cc1ccc(N(CC(=O)Nc2cccc(Cl)c2C)S(C)(=O)=O)c(C)c1	-1	-0.8	2	0.2
COc1cc(/C=C2/C(=N)N3C(SC)=NSC3=NC2=O)ccc1OS(C)(=O)=O	12	0.5	-21	-0.1
CCCCCSc1nc2sc3c(c2c(=O)n1Cc1ccccc1)CC(C)(C)OC3	16	-1.3	0	0.2
CC(=O)NC1C(OCc2cccc(Br)c2)OC(COC(C)=O)C(OC(C)=O)C1OC(C)=O (configuration not stated)	7	2.6	9	0.0
O=C(O)CCCCCN1C(=O)C(=O)/C(=C(\O)c2ccc([N+](=O)[O-])cc2)C1c1ccc(Cl)cc1 (configuration not stated)	4	-1.3	-12	0.1

Additional records:
SMILES	MITF inh	GPR151 activ	TEAD-YAP block	FBW7 act
O=C(c1cccs1)N1CCN(CCN2C(=O)c3cccc4cccc(c34)C2=O)CC1	10	-0.4	1	0.1
COc1ccc(OC)c(NC(=O)CCN2C(=O)c3cccc([N+](=O)[O-])c3C2=O)c1	-2	-1.8	-6	-0.1
Cc1c(C(=O)NCC2COc3ccccc3O2)sc2ncn(CC(=O)N3CCC(C)CC3)c(=O)c12 (configuration not stated)	5	3.2	-8	-0.2
Cc1cccc(-c2noc(CN(C(C)C)S(=O)(=O)c3ccccc3)n2)c1	-7	-0.2	4	0.4
O=C(Cn1nnc2ccccc2c1=O)NCc1ccc(F)cc1	2	0.7	-1	-0.1
COc1ccc(-c2cnnn2-c2ccc(NC(=O)Cc3cccs3)cc2)cc1OC	8	-0.2	-3	-0.1
COC(=O)CSc1nnc2c3c4c(sc3nc(C)n12)CC(C)CC4 (configuration not stated)	0	0.0	1	-0.2
Cc1cc(=O)[nH]c(NNC2=CC(=[N+]3CCOCC3)CC(C)(C)C2)n1	-1	0.4	-5	-0.1
CCc1sc(C(=O)Nc2nccc(C)n2)cc1Br	-2	-1.0	-28	-0.2
CSc1ccc(C2C(C(=O)Nc3ccc(C)cc3C)=C(C)Nc3nnnn32)cc1 (configuration not stated)	-2	-0.1	1	0.0
O=C(O)c1ccc(O)c(N2C(=O)Nc3ccccc3N2O)c1	12	0.5	0	0.0
COC(=O)C1=C(C)N(C)C(=O)NC1c1c(OC)ccc2ccccc12 (configuration not stated)	5	-0.2	4	1.2
O=C1NC(=O)/C(=C\c2ccc(OCc3ccc(F)cc3)cc2)N1	28	3.7	-13	0.0
O=C1CC(N2CCN(c3ccc(Cl)cc3)CC2)C(=O)N1c1ccccc1F (configuration not stated)	2	-0.5	8	0.1
CC1CCc2c(sc3ncn4c(C5CCCCC5)nnc4c23)C1 (configuration not stated)	0	0.8	1	0.1

A stretch from further up, as a working copy:
SMILES	MITF inh	GPR151 activ	TEAD-YAP block	FBW7 act
CC(=O)Nc1ccccc1SC(CC(=O)c1ccco1)c1ccc2c(c1)OCO2 (configuration not stated)	2	-2.1	-7	-0.1
CCOC(=O)c1ccc(-n2c(C)c(C)n3c4c(=O)n(CCOC)c(=O)n(C)c4nc23)cc1	7	1.2	3	0.1

The listing continues:
SMILES	MITF inh	GPR151 activ	TEAD-YAP block	FBW7 act
CC(C)(C)CC(C)(C)NC(=O)c1ccccc1F	5	-0.6	-6	0.2
N#CCCSc1nc(N2CCOCC2)c2c(c1C#N)CCCC2	11	1.0	7	0.4
CC1=C(C(=O)OC(C)C)C(c2ccccc2F)C(C#N)=C(N)O1 (configuration not stated)	3	0.5	9	-0.1
COc1ccc(CCNC(=O)Cc2cn(-c3ccc(N4CCN(Cc5ccc6c(c5)OCO6)CC4)nn3)c3ccccc23)cc1	-3	-0.1	2	-0.2
COc1ccccc1N(CC(=O)NCc1cccnc1)S(C)(=O)=O	2	0.3	11	0.0
COc1ccc(N2CC(C(=O)OCC(=O)Nc3cc(Cl)ccc3C)CC2=O)cc1 (configuration not stated)	14	0.5	-1	0.1
CCc1ccc(-c2csc(NC(=O)CCNC(C)=O)n2)cc1	-3	1.6	-10	0.0
COc1ccc(C(=O)Nc2ccc(S(=O)(=O)Nc3cnc4ccccc4n3)cc2)cc1	0	1.3	-6	-0.1
Cc1cc(NS(=O)(=O)c2ccc(NC(=O)C(F)(F)F)cc2)nc(C)n1	4	1.1	4	0.1
COc1ccc([N+](=O)[O-])cc1N(CC(=O)NCC1CCCO1)S(C)(=O)=O (configuration not stated)	-4	2.0	2	0.0
CC(C(=O)Nc1cnc2cnc(-c3cccc(N)c3)cn12)c1ccccc1 (configuration not stated)	0	1.0	5	0.0
CC(=O)/C(N=Nc1cc2c(cc1[N+](=O)[O-])OCCO2)=C(\C)O	-12	-3.2	0	0.2
COc1ccc(N2C(=O)CC(NCCc3ccccc3)C2=O)cc1 (configuration not stated)	-12	-0.4	3	0.0
O=C(COc1ccc(Cl)cc1Br)N/N=C/c1ccc(C(=O)O)cc1	1	0.7	9	0.1
COc1ccccc1N1CCN(C(=O)CSc2nc3ccc(N4CCOCC4)cc3c(=O)n2Cc2ccccc2)CC1	6	-0.1	-4	0.2
O=C1c2ccccc2CCC1Sc1nnc(-c2ccccc2)o1 (configuration not stated)	-14	1.5	-29	0.2
CCCC12CN3CC(CCC)(CN(C1)C3C(O)C(O)C(O)C(O)CO)C2=O (configuration not stated)	8	0.1	5	-0.1
Cc1ccc(S(=O)(=O)N(C2CC2)C2CCN(C)CC2)cc1	1	-1.1	-6	-0.1
COc1ccc(-c2cc3nccc(C4CCCNC4)n3n2)cc1OC (configuration not stated)	2	1.1	2	-0.1
O=C(Nc1ccccc1)c1cc2ccccc2oc1=Nc1ccc(C(F)(F)F)cc1	-4	0.2	-49	0.1
O=C(NCC1Cc2cc(Cl)cc(-c3ccc4[nH]ccc4c3)c2O1)c1cc[n+]([O-])cc1 (configuration not stated)	-15	-0.5	5	0.8
Cc1ccsc1/C=C1\SC(N2CCN(C)CC2)=NC1=O	-8	2.1	-20	-0.1
O=C(Nc1ccccc1Cl)c1cc(Br)cc([N+](=O)[O-])c1O	4	0.5	-10	-0.5
O=C(CSc1nnc(SCc2ccccc2)s1)N/N=C/c1ccc(O)cc1	8	-0.9	6	0.0
CCCCSc1nnc2c(n1)OC(c1ccc(OC)c(O)c1)Nc1ccccc1-2 (configuration not stated)	4	-0.4	-44	-0.1
Cc1ccc2c(c1)c1c3n2CCN=C3CCC1	6	1.1	0	0.1
O=C(NC1CCCC1)c1cc(-c2ccc(Cl)cc2)nc2ccccc12	0	-1.1	-11	0.0
O=C(CNC(=S)N(CCCN1CCOCC1)Cc1cccs1)NCc1ccc(F)cc1	2	0.0	3	-0.1
Cc1cc(C)c(NC(=O)CSc2ccnc(=O)[nH]2)c(C)c1	-1	-0.3	5	-0.1
NNC(=O)CC1CC(c2ccccc2)=NN1 (configuration not stated)	-5	0.2	4	-0.4
O=C(Nc1cnn(Cc2ccccc2)c1)c1nc2ncccn2n1	-8	0.4	-36	-0.2
O=C(NCC1CCCN(C(=O)c2ccccc2N2CCCC2)C1)c1ccccc1Cl (configuration not stated)	12	-1.1	10	0.3
COc1ccc(CCNC(=O)CCBr)cc1OC	5	-0.5	-1	0.4
CCc1ccc2nc3sc(C(=O)Nc4nc(C)c(C)s4)c(N)c3cc2c1	-10	0.8	-43	0.1
OCCNCCOc1cccc2ccccc12	51*	-1.7	-2	0.5
CSc1ccc(-c2cn3c(NC(=O)CC(C)C)c(C)nc3cn2)cc1	10	0.6	-11	0.1
CCN(Cc1cccc(OC)c1)C(=O)Nc1ccc(-c2cn[nH]c2)cn1	-1	1.6	-1	0.1
COc1ccc(OCCNc2cc(N3CCCC3)ccc2[N+](=O)[O-])cc1	-3	-0.2	5	0.0
COc1ccc(C(=O)Nc2c3c(nn2-c2cccc(C)c2C)CSC3)cc1	6	-0.9	5	0.1
COc1cc(Nc2ncnc3c2nc(-c2ccc(C(=O)N4CCN(C)CC4)cc2)n3C(C)C)cc(OC)c1OC	10	-0.4	10	0.0
C=CCNC(=O)N1CCCC(N(C)CCc2ccc(OC)c(OC)c2)C1 (configuration not stated)	0	1.3	-10	0.1
CCOC(=O)N1CCN(C(=O)CCCCCn2c(=S)[nH]c3ccc(Br)cc3c2=O)CC1	-5	1.1	-6	-0.1
CCCCNC(=O)CNC(=O)C1O[C@@H]2OC(C)(C)O[C@@H]2[C@H]2OC(C)(C)O[C@@H]12 (some centres not stated)	10	-0.6	6	0.6
COc1ccc(C(=O)/C=C\Nc2ccc(S(=O)(=O)Nc3cc(C)nc(C)n3)cc2)cc1	-1	1.2	-35	-0.1
CCOc1ccccc1NC(=O)C1CCCC1	-7	-0.8	2	0.0
COc1ccccc1N1CCN(c2ncc(C(=O)N3CCN(C)CC3)c3ccccc23)CC1	8	1.2	35*	-0.1
COCCNS(=O)(=O)c1ccc2c(c1)SC(C)CN2C(C)=O (configuration not stated)	3	0.0	-2	0.3
CCOC(=O)c1nnn(CC(=O)Nc2cccc(OC)c2)c1C(=O)OCC	-3	0.9	1	0.0
C=C(C)CNC(=S)N/N=C(\C)c1ccc(C)o1	4	0.0	-8	-0.2
Cc1cc(C)n2nc(CNS(=O)(=O)c3ccc(F)cc3)nc2n1	3	-0.4	5	0.0

No enrichment for hits; 3.4% or so of the library scored in one or more.
